Screening data deposited in PubChem by several laboratories.
S1P3 antagonist: S1P3 (human) receptor antagonism; Q99500; CHO S1P3 NFAT-BLA reporter, FRET fluorescence, antagonist mode; inhibition, % at 4.98 µM; 0.27% of 170,000 active;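 active = inhibition above the plate cutoff, the mean inhibition of test wells on that plate plus 3 SD, cut at about 28% in these data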;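 note: cells challenged with S1P at its EC80 of 0.8 µM; blue over green emission ratio from cleaved BLA substrate after 4 h stimulation; 0% = S1P-stimulated wells and 100% = unstimulated DMSO-only wells; some compounds past the cut are filed as inactive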
Target sequence (Q99500 whole entry, looked up): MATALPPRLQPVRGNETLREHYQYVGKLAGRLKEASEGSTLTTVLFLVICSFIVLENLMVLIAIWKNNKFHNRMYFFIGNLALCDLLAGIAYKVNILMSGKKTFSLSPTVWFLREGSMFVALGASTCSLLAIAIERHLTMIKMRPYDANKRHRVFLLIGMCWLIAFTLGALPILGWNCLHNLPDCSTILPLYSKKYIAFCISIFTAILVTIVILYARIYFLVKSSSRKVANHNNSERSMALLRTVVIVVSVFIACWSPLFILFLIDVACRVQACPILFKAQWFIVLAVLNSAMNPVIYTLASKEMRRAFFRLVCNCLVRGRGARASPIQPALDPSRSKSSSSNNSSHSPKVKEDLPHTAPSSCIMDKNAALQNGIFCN
SRC2 TRFRET art: flags TR-FRET format artefacts in PPARgamma SRC-2 recruitment agonist screen; TR-FRET artefact counter-screen; hits give high values; TR-FRET ratio at 8 µM; 0.4% of 200,000 active; AID 1049; in the data active = TR-FRET ratio above about 2000; note: inactives centre near 1500
RAM inhibit: blocks the yeast RAM network; S. cerevisiae dse1pr::URA3 reporter, 5-FOA growth OD615, 2 d; analog-sensitive cbk1-as2 kinase mutant strain; inhibition, % at 50 µM; 1.8% of 190,000 active; AID 868;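 active = inhibition above a set limit, 3 SD over mean compound inhibition, cut at about 8.4% in these data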;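 note: 0% = DMSO-only wells with no growth and 100% = 10 µM 1-NA-PP1 full growth; inhibition rescues growth on 5-FOA so higher OD means more RAM inhibition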
PPARg SRC2 recr: PPARgamma-driven SRC-2 recruitment agonism; 0.34% of 200,000 active; PPARgamma LBD-SRC-2 recruitment, biochemical; AID 1032; activation, % at 8 µM; P37231; in the data active = activation above about 22%;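 note: 0% = vehicle and 100% = reference agonist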
TLR4 MyD88 comp: inhibitors of human TLR4-MyD88 binding; O00206+Q99836; HeLa CL3-4 TLR4/MyD88 BLA complementation, FRET ratio; inhibition, % at 8.4 µM; 0.18% of 200,000 active; in the data active = inhibition above about 25%;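 note: 0% = vehicle and 100% = reference inhibitor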
ROMK primary: modulators of human ROMK potassium channel; Tet-inducible ROMK, thallium flux fluorescence; actives lie on both sides; B-score at 10 µM; 2% of 130,000 active;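 active = signal ratio slope over the read window, or its plate-corrected B-score, at least 3 SD from the plate mean, either direction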;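 note: B-score of the F/F0 ratio slope over 7 to 12 s after thallium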
Target sequence (P48048 whole entry, looked up): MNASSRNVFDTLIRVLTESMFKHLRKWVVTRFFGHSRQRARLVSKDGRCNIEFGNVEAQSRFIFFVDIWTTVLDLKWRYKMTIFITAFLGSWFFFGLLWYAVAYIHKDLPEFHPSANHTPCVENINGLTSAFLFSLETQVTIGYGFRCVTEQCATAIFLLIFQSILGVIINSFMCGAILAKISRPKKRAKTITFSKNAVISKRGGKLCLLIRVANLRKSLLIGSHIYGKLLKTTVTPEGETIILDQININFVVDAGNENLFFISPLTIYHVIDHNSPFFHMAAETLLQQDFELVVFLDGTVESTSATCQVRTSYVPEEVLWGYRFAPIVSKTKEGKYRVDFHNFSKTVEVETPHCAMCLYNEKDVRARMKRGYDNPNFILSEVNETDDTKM
STAT3 inh: reduces IL-6 driven STAT3 reporter signal; U3A cells, IL-6 STAT3-luciferase reporter, luminescence; host cell line lacks STAT1; inhibition, % at 5.5 µM; 0.89% of 190,000 active; AID 862;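 active = inhibition above the mean inhibition across all screened compounds plus 3 SD, cut at about 44% in these data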;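 note: 0% = DMSO only wells and 100% = 100 µM nifuroxazide control wells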
PPARg SRC-1 ag: PPARgamma-driven SRC-1 recruitment agonism. P37231. PPARgamma-SRC-1 coactivator recruitment biochemical assay. activation, % at 8 µM. 0.41% of 200,000 active; in the data active = activation above about 19%;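 note: 0% = DMSO and 100% = reference agonist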
STAT1 inh: reduces IFN-gamma driven STAT1 reporter signal. NIH 3T3 STAT1-luciferase reporter, luminescence. inhibition, % at 5.5 µM. 0.35% of 200,000 active. AID 920;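 active = inhibition above a set limit, the mean inhibition across all tested compounds plus 3 SD, cut at about 34% in these data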;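 note: 0% = IFN-gamma with DMSO and 100% = IFN-gamma with 300 µM nifuroxazide; values of inactives mirror those of a sister screen read the other way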
STAT3 act: increases IL-6 driven STAT3 reporter signal; AID 871; activation (% of control), % at 5.6 µM; 0.91% of 190,000 active; U3A cells, IL-6 STAT3-luciferase reporter, luminescence; 100% = signal with IL-6 EC80 alone;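 active = activation above the screen-wide mean of compound activation plus 3 SD, cut at about 130% in these data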;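 note: 0% = background luminescence of wells with medium and substrate only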
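System – human U3A cells carrying STAT3-luciferase construct · Probe or stimulus – Interleukin-6, 33 ng/mL · Schedule – compound 1 h, then IL-6 6 h at 37 °C · Signal – luminescence from STAT3-driven luciferase reporter · Evaluation – percent of IL-6-only median luminescence · Benchmarks – IL-6-only high control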
PPARg SRC-3 ag: PPARgamma-driven SRC-3 recruitment agonism; P37231; 0.26% of 200,000 active; biochemical PPARgamma/SRC-3 coactivator recruitment assay; activation, % at 8 µM; in the data active = activation above about 23%;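 note: 0% = DMSO and 100% = reference agonist; some compounds past the cut are filed as inactive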
Starred values were filed as active, the others as inactive; . = not tested or not shown.

SMILES	S1P3 antagonist	SRC2 TRFRET art	RAM inhibit	PPARg SRC2 recr	TLR4 MyD88 comp	ROMK primary	STAT3 inh	PPARg SRC-1 ag	STAT1 inh	STAT3 act	PPARg SRC-3 ag
Cc1ccc(C(=O)N/N=C\c2cc3c(cc2Br)OCO3)s1	-9.4	1537	2.9	8.6	-13.0	-0.678	-16.6	8.0	-19.9	119.1	6.9
CCOC(=O)C(NC(=O)CC)(Nc1ccc(S(=O)(=O)Nc2cc(C)on2)cc1)C(F)(F)F (configuration not stated)	-22.9	1651	-0.8	9.0	10.0	-0.0255	-1.0	11.9	-2.4	102.5	8.1
COc1ccc2cc(C(=O)C3CCCN(Cc4cccc(C)n4)C3)ccc2c1 (configuration not stated)	23.1	1498	1.1	0.1	-1.4	-0.318	4.9	2.0	7.4	99.5	-1.1
CCCNC(=O)c1cccc(COc2ccccc2OC)c1	5.0	1715	1.2	12.0	9.6	-0.107	26.3	2.2	7.6	85.3	1.0
S=C(NC1CCCC1)NC1CC1	3.5	1462	-0.3	-0.6	3.3	1.65	5.7	-0.9	-4.9	98.4	-1.0
Cc1cnc(C(=O)OCC(=O)c2csc(N3CCCCC3)n2)cn1	1.7	1655	1.8	-3.8	-0.5	.	-1.1	2.1	-4.0	103.2	-0.6
CCn1c(Cc2ccccc2)nnc1SCC(=O)Nc1ccc2c(c1)OCO2	-23.9	1717	0.3	8.0	-14.4	-1.77	6.8	6.5	0.0	96.3	6.5
CCc1ccc(NC(=O)c2c(C(=O)Nc3ccccc3)sc3nc(C)cc(=O)n23)cc1	-15.0	1524	4.2	6.3	1.4	0.0846	-14.7	7.0	-4.8	112.8	-0.9
COC(=O)c1ccccc1NC(=O)CSc1nnc(-c2cccnc2)n1N	-6.9	1438	1.3	2.4	-0.1	-0.474	-1.5	6.6	5.1	110.2	-0.6
COc1ccc(-n2cccc2C=O)cc1	-2.7	1319	1.0	1.6	-4.0	0.045	-0.3	0.6	-4.5	103.4	-3.7
Cc1ccc2c(Cl)cc(Cl)c(OCC(=O)Nc3cc(C)on3)c2n1	.	1496	3.0	8.4	-14.5	.	12.0	5.7	14.5	90.7	-0.9
Cc1cc(C)c(S(=O)(=O)N2CCCOC2CNC(=O)C(=O)NCc2ccccn2)c(C)c1 (configuration not stated)	-23.8	1747	0.2	4.2	8.0	-1.31	-0.3	1.7	10.0	100.7	2.7
CCn1c(=S)sc2c(=O)[nH]c(C)nc21	2.8	1424	0.0	-4.2	-8.2	-0.267	3.4	-4.5	-6.1	96.7	-7.2
Fc1cccc(Cl)c1CSc1nnnn1-c1ccc2c(c1)OCO2	-8.8	1532	4.8	7.1	-3.8	.	-5.0	2.1	-3.2	109.4	-3.5
O=C(COC(=O)[C@@H]1CCCN1C(=O)c1cccs1)Nc1ccc(F)cc1[N+](=O)[O-]	-12.3	1649	3.1	6.5	-12.0	-0.488	-1.0	4.9	3.1	101.9	7.6
CNc1nc(N2CCc3ccccc32)ncc1F	-35.3	1510	1.1	5.7	8.0	0.0122	-7.2	8.4	-75.1	107.2	-0.3
O=C(NCc1ccccn1)C1CC(=O)N(C2CCCC2)C1 (configuration not stated)	-12.1	1514	.	4.8	8.5	.	3.5	-9.8	-12.2	101.1	-2.4
O=C(Nc1ccc(S(=O)(=O)Nc2nccs2)cc1)C1CCCCC1	-12.3	1553	1.1	-0.5	1.6	0.23	4.5	0.8	-5.9	99.9	3.7
Cc1ccc(-c2noc(CCC(=O)Nc3cc(C)ccn3)n2)cc1	-8.3	1613	3.7	-1.6	-7.3	.	3.8	2.2	1.2	98.5	7.2
CCCN(C(=O)Cn1ncc2c(=O)oc3ccccc3c21)c1cccc(C)c1	.	1606	0.6	-0.8	-6.3	0.105	-6.5	1.3	1.9	104.0	0.5
O=C1CCc2ccc(NS(=O)(=O)c3ccc(F)cc3)cc2N1	-12.7	1716	-1.4	-4.9	2.6	.	6.5	-6.1	5.1	97.3	4.8
CCOC(=O)Nc1nc(C)c(C(=O)c2ccc(Cl)cc2)s1	.	1435	2.1	8.6	1.5	0.387	-4.2	-4.1	3.2	103.8	-0.3
COc1ccc(OCc2nc(C#N)c(NCCCn3ccnc3)o2)cc1	-13.9	1349	1.6	-1.1	-6.3	-0.123	3.0	2.8	-15.4	99.4	3.8
COc1ccccc1N1CCN(C(=O)CN(C)S(=O)(=O)c2cc(C)ccc2OC)CC1	11.5	1589	0.1	5.8	-14.3	0.306	11.4	8.2	4.3	96.1	7.3
O=C1NC(=Nc2ccc(Cl)cc2)/C(=C/c2ccco2)S1	4.5	1632	4.6	2.8	-1.8	.	15.1	5.9	-2.0	88.9	11.4
CCOC(=O)C1CCN(C(=O)CN2C(=O)C(CC)Oc3ccccc32)CC1 (configuration not stated)	-18.3	1470	-0.8	-4.5	-9.4	-0.775	0.7	-4.2	6.5	103.2	-4.5
C=CCSc1nnc2nc3[nH]c4c(C)cccc4c3nn12	.	1570	3.4	19.4	-1.5	.	-11.1	1.1	-25.5	118.6	10.7
COc1ccc(C)cc1NC(=O)C(OC(=O)c1cc(C)oc1C)c1ccccc1 (configuration not stated)	2.8	1464	11.3*	2.5	-6.1	.	-12.7	-7.5	-1.9	106.6	7.8
CC1CCCCC12NC(=O)N(CC(=O)NC(=O)Nc1ccc3c(c1)OCCO3)C2=O (configuration not stated)	.	1509	0.1	0.9	-8.4	0.624	-22.2	6.7	-34.3	118.7	6.7
CC(C)(C)C(=O)NC1(C(F)(F)F)N=C2SCCN2C1=O (configuration not stated)	.	1663	1.0	-0.1	-6.7	0.00765	2.9	-0.7	-1.4	100.5	6.8
Cn1c(CN2CCOCC2)nnc1SCC(=O)Nc1nccs1	-18.8	1567	0.3	-1.3	-2.9	.	3.4	-4.2	-4.6	100.7	9.3
COc1ccc(CNC2CC(=O)N(C)C2=O)cc1 (configuration not stated)	19.3	1446	0.1	1.6	13.1	0.375	0.1	-5.9	13.0	103.5	3.9
Cc1ccc(NC(=O)CN(c2ccccc2F)S(C)(=O)=O)cc1	5.7	1385	-0.2	2.6	10.8	0.0139	-2.0	-0.5	3.4	104.2	4.0
CCCCn1c(SCC(=O)NCc2ccco2)nnc1-c1ccco1	1.9	1567	-0.2	6.1	-4.2	0.996	1.0	4.5	-0.4	101.3	-7.5
COc1ccc(N2CCN(C(=O)c3ccncc3)CC2)cc1	.	1244	0.3	-0.4	-4.4	0.403	0.1	-1.7	-8.6	104.9	0.7
O=C(CCN1C(=O)c2ccccc2C1=O)Nc1ccccn1	-8.5	1702	-0.2	5.5	2.2	.	16.8	7.3	-4.9	88.9	2.6
CSCCC(NC=C1C(=O)OC(C)(C)OC1=O)C(=O)O (configuration not stated)	-5.5	1571	0.6	4.1	3.3	0.00495	3.0	6.3	5.3	99.9	6.2
O=C(COC(=O)c1ccc(Br)o1)NCCc1ccccc1	-23.8	1680	-0.1	0.2	-7.3	-1.6	13.7	0.0	-1.6	95.2	2.4
O=C(COC(=O)Cc1ccccc1[N+](=O)[O-])NCC1CCCCC1	1.7	1553	1.0	0.1	0.0	-0.165	1.2	-1.9	4.5	102.2	3.5
N#Cc1ccc(C(=O)Nc2ccc(N3CCN(C(=O)c4ccco4)CC3)cc2)c(F)c1	.	1487	2.4	8.0	-1.3	.	22.3	9.4	3.7	84.8	7.9
Nc1cc(Cl)ccc1C(=O)OCC(=O)NC1CCCCC1	-2.4	1726	0.7	-5.1	-2.1	0.317	5.7	-2.4	-17.5	100.9	-0.5
CCOc1ccccc1N1CCN(C(=O)c2cccc(-c3ccc(O)cc3)c2)CC1	-9.1	1590	6.7	0.3	-11.1	-0.364	14.8	4.1	1.0	92.8	6.7
Cc1cccc(C)c1OCCNC(=O)c1ccc2ccccc2n1	2.4	1509	0.8	-1.4	0.8	-1.6	31.7	-6.5	1.6	77.9	-0.2
Cc1ccc(S(=O)(=O)N(C)c2ccc(C(=O)N3CCCCC3)cc2)cc1	.	1611	1.4	1.4	-7.1	-0.538	14.4	4.0	6.9	92.5	3.4
COc1cc(C(Nc2ccccn2)c2c(NC(=O)c3ccco3)sc(C)c2C)cc(OC)c1OC (configuration not stated)	-8.7	1688	2.1	1.2	-12.4	-0.0291	3.5	6.5	0.0	95.1	0.7
CC(NC(=O)Nc1ccccc1)C(c1cccs1)N1CCOCC1 (configuration not stated)	-25.3	1671	-0.2	6.6	-9.8	.	-2.1	7.9	1.1	106.2	10.3
Cc1ccc(C2(C(F)(F)F)NC(=O)N3N=C4CCCCCN4C3=C2C#N)cc1 (configuration not stated)	-23.3	1338	-0.4	-2.1	-5.2	1.09	3.2	2.6	9.4	97.3	4.8
NC(=O)CSc1nccn1Cc1ccccc1	-11.4	1500	3.6	-1.2	1.8	1.56	-9.0	-7.3	2.1	108.8	0.6
CCc1cccc(CC)c1NC(=O)C[n+]1cccc(C(N)=O)c1	2.1	1540	2.5	1.5	-12.5	-0.56	-0.8	0.0	0.5	102.6	1.9
Cc1ccc(C)c2c1cc(C)c1nnc(SCC(=O)N3CCCc4ccccc43)n12	-0.1	1481	0.0	5.4	7.4	.	-12.4	6.6	9.6	105.9	-2.7

Reformatted with bars between the fields: part of the list above.
smiles | S1P3 antagonist | SRC2 TRFRET art | RAM inhibit | PPARg SRC2 recr | TLR4 MyD88 comp | ROMK primary | STAT3 inh | PPARg SRC-1 ag | STAT1 inh | STAT3 act | PPARg SRC-3 ag
COc1ccc(N2CCN(C(=O)c3ccncc3)CC2)cc1 | . | 1244 | 0.3 | -0.4 | -4.4 | 0.403 | 0.1 | -1.7 | -8.6 | 104.9 | 0.7
O=C(CCN1C(=O)c2ccccc2C1=O)Nc1ccccn1 | -8.5 | 1702 | -0.2 | 5.5 | 2.2 | . | 16.8 | 7.3 | -4.9 | 88.9 | 2.6

Next structures.
SMILES	S1P3 antagonist	SRC2 TRFRET art	RAM inhibit	PPARg SRC2 recr	TLR4 MyD88 comp	ROMK primary	STAT3 inh	PPARg SRC-1 ag	STAT1 inh	STAT3 act	PPARg SRC-3 ag
CC(=O)Nc1ccccc1-c1nnn(CC(=O)Nc2ccc3c(c2)OCCO3)n1	-8.9	1506	5.2	-1.8	-4.1	.	5.7	2.0	-2.5	97.1	-1.8
O=C(NCc1cccs1)c1ccc(Cl)c(S(=O)(=O)N2CCCC2)c1	0.8	1619	0.7	3.9	-13.8	-0.642	1.2	4.9	3.0	106.6	-1.1
COc1ccc2[nH]c(CN3CCN(CCC(C)C)C(CCO)C3)c(C)c2c1 (configuration not stated)	3.5	1574	2.1	11.1	-5.3	-2.82	1.6	8.5	-1.3	102.4	3.3
Cc1ccc(S(=O)(=O)N2CCOCC2)cc1C(=O)OC1CCCCC1=O (configuration not stated)	-7.7	1460	0.4	1.7	2.0	-0.142	6.2	3.2	1.9	101.5	4.6
CN(C)C(=O)C1C2NC(=S)N(c3ccc(Cl)cc3)C1(C)Oc1ccc(Cl)cc12 (configuration not stated)	-10.8	1487	1.1	-2.1	-1.9	0.138	1.7	5.8	-3.2	100.3	4.3
Cn1c(=O)[nH]c(=O)c2c1nc(CN1CCOCC1)n2Cc1ccccc1	-11.5	1388	0.8	-7.9	-10.4	0.894	5.1	-1.6	0.8	103.3	0.6
